# Screening results (PubChem)
# KCNK3 inh – human KCNK3 channel inhibition, primary screen; AID 602410; B-score at 10 µM; CHO-KCNK3 thallium flux, FluxOR fluorescence; stronger effect = lower value; O14649; hit rate 0.84% among 340,000;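 active = B-score under library mean minus 4 SD, starting fluorescence ratio at most library mean plus 5 SD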;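 note: more negative B-score means stronger inhibition of thallium flux through KCNK3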
# GSK3A inh – blocks human GSK-3 alpha kinase; P49840; ADP-Glo luminescence, 60 min; inhibition, % at 10 µM; hit rate 0.1% among 320,000; AID 2650;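 in the data active = inhibition above about 50%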;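 note: GST-tagged GSK-3 alpha with peptide substrate and 25 µM ATP; 0% = DMSO neutral wells and 100% = GW8510 positive control wells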
# Dyrk1A ADPGlo – inhibitors of rat Dyrk1A kinase. inhibition, % at 12.5 µM. Q63470. AID 504441. hit rate 0.43% among 310,000. ADP-Glo luminescence, NFATc1 peptide; in the data active = inhibition above about 50%;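 note: plate controls were vehicle with enzyme for no effect and no enzyme for full effect; many of its hits are not listed in these tables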
# RGS4 act – potentiators or activators of RGS4. HEK293 M3R/inducible RGS4, carbachol calcium flux Fluo4; stronger effect = lower value. AID 463111. B-score at 10 µM. hit rate 0.92% among 310,000;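 active = B-score of the integrated calcium signal more than 4 SD below the library mean, with starting fluorescence not abnormally high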;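 note: negative B-score means reduced calcium response which marks RGS4 activation or potentiation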
#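 Material: Inducible-RGS4 HEK293 cells carrying M3 receptor; also added: carbachol at ECmax as muscarinic agonist stimulus; incubation: compound preincubation 20 min at room temperature before agonist; signal: Fluo4-AM (2 µM) calcium-flux fluorescence, kinetic read; measure: integrated calcium ratio converted to B score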
# KCNQ1 pot – human KCNQ1 channel potentiation or activation; CHO-K1 KCNQ1, thallium flux FluxOR fluorescence; stronger effect = higher value; B-score at 10 µM; hit rate 0.35% among 310,000; AID 2648;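 active = fluorescence ratio B-score, a plate-corrected score, at least three library SD, with initial intensity B-score within 5 SD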
# Target sequence (P51787 whole entry, looked up): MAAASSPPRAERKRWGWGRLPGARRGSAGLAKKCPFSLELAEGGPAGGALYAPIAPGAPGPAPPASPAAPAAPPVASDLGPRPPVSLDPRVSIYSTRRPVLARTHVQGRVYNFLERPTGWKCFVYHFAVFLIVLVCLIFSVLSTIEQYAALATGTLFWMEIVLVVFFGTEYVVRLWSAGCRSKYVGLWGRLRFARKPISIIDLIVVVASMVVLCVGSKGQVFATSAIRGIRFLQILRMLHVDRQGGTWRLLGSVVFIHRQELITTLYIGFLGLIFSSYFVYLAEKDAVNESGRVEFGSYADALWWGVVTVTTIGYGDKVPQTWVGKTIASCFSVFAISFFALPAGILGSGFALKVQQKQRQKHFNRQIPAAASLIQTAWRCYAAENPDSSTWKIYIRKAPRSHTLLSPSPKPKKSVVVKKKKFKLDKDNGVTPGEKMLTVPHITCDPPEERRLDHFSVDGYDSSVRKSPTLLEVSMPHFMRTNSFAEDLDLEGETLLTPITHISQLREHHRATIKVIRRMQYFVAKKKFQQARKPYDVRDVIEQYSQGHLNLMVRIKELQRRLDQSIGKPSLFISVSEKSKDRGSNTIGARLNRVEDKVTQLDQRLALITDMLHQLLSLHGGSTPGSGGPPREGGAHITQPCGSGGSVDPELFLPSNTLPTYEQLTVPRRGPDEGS
#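 Test system: CHO-K1 cells stably expressing KCNQ1 / Medium: assay buffer / Also added: depolarizing K+/Tl+ stimulus, K2SO4 and Tl2SO4 each 12.5 mM in 5x stock / Incubation: 90 min dye loading and 20 min compound exposure, both at room temperature / Signal: thallium influx via FluxOR fluorescence, kinetic imaging / Evaluation: B score of baseline-normalized fluorescence ratio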
# KCNK9 block – blocks the human KCNK9 two-pore domain potassium channel. Q9NPC2. HEK293 KCNK9, FluxOR thallium flux fluorescence; stronger effect = lower value. B-score at 10 µM. hit rate 1.2% among 310,000;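 active = ratio B-score over 3 SD below the library mean, with starting fluorescence within 5 SD of its mean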;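 note: negative B-score means less thallium flux so channel inhibition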
# Target sequence (Q9NPC2 whole entry, looked up, the tested form may be a part): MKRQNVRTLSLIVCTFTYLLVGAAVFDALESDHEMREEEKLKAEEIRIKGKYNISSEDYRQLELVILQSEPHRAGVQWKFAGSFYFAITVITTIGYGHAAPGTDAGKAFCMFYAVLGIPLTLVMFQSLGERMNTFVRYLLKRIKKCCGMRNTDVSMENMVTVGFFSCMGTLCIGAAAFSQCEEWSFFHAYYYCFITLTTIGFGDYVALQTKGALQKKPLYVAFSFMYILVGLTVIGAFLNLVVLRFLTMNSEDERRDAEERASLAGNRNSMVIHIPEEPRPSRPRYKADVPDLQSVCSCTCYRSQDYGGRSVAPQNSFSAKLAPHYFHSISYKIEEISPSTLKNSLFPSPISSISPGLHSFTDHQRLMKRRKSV
# GSK3B inh – inhibitors of human GSK3beta kinase | AID 2097 | GST-GSK3beta kinase, ADP-Glo luminescence, 60 min; stronger effect = lower value | P49841 | hit rate 0.038% among 300,000 | activity score (negative = inhibition), % at 10 µM;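 active = more than half of replicate wells score below -50%, meaning over 50% inhibition versus plate controls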;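 note: 0% = median DMSO wells and -100% = median GW8510 positive control wells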
#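 Test system: GST-fused GSK3beta enzyme, cell-free | Quantity: 1.6 ng GST-GSK3beta enzyme per well | Reagent: 25 µM ATP with peptide substrate | Schedule: 60 min enzyme reaction, room temperature | Signal: Luminescent ADP-Glo measurement of ADP formed | Read-out basis: Score relative to plate controls | Control set: DMSO and 20 µM GW8510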
# PolyA inh – inhibitors of polyadenylation in S. cerevisiae. S. cerevisiae SKY197-pL101 polyadenylation reporter, beta-gal luminescence; efflux-impaired pdr1/pdr3 knockout yeast; score 100 = 6 SD above DMSO. calls only at 12 µM. hit rate 0.02% among 300,000. AID 1875;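 active = lowest replicate activity score at least 50, where 100 means six control SD above control mean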;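 note: yeast exposed to compound for 9 h at 30 °C; higher score means more reporter readthrough which indicates perturbed polyadenylation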
# hERG protect – shields human hERG channel from block by proarrhythmic agents; activation (rescue from dofetilide block), less the hit threshold, % at 10 µM; CHO-hERG, FluxOR thallium flux, dofetilide IC70 present; Q12809; hit rate 0.51% among 310,000;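 active = activation above the mean of controls blocked by dofetilide plus 5 SD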;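 note: thallium influx through hERG after potassium depolarization seen as dye fluorescence rise; in these data hits start at about 4.7%; inactives centre near -7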
# HDAC3 inhib – human HDAC3 inhibition; O15379; recombinant HDAC3, fluorogenic peptide/trypsin coupled, fluorescence; inhibition, % at 8.3 µM; hit rate 0.15% among 320,000; AID 2718; in the data active = inhibition above about 26%, passing the limit was not always enough
# KCNQ1 block – inhibitors of human KCNQ1 potassium channel; P51787; CHO-K1 KCNQ1, FluxOR thallium flux fluorescence; stronger effect = higher value; B-score at 10 µM; hit rate 1.3% among 310,000; AID 2642;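 active = compounds whose thallium flux B-score, printed positive for inhibition, exceeds three library SD while starting fluorescence stays within three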;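 note: channel opened by potassium depolarization with thallium stimulus after 20 min compound exposure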
# Starred values were filed as active, the others as inactive; i = inactive; / = no result given. Not all compounds are listed. The share of hits here may be higher or lower than overall.
structure,KCNK3 inh,GSK3A inh,Dyrk1A ADPGlo,RGS4 act,KCNQ1 pot,KCNK9 block,GSK3B inh,PolyA inh,hERG protect,HDAC3 inhib,KCNQ1 block
COC(=O)c1cc(NS(=O)(=O)c2ccc(N3CCC(C)CC3)c([N+](=O)[O-])c2)cc(C(=O)OC)c1,i,-2,-1,i,i,i,-1,i,-9,15,i
C=CCSc1nnc(CNS(=O)(=O)c2ccc(C)cc2)n1C,i,0,/,i,i,i,0,i,-7,3,i
CN(C)c1cccc(C(=O)N2CCCC(CCC(=O)NCc3ccccc3F)C2)c1 (stereo unspecified),i,0,-2,i,i,i,-1,i,-5,7,i
O=[N+]([O-])c1ccc(O)c(C=Nc2ccc3nc(-c4ccccc4)[nH]c3c2)c1,i,1,2,i,i,i,0,i,-2,0,i
COCCn1c(=O)[nH]c(=O)c2cc(C(=O)c3cc(OC)ccc3O)cnc21,i,10,-4,i,i,i,1,i,-13,0,i
C/C(=N\NC(=O)c1cccc(C)c1O)c1ccc(NC(=O)Cc2ccccc2)cc1,i,-1,2,i,i,i,-1,i,-3,11,i
COc1cccc(NC(=O)CN(C)C(=O)/C=C/c2ccc3ccccc3n2)c1,i,-3,2,i,i,i,-2,i,-6,2,i
COc1cccc(OCC(=O)NN=C2c3ccccc3-c3ccccc32)c1,i,1,18,i,i,i,-2,i,-18,2,i
CCC(C(=O)O)n1nnc(-c2ccc(-c3ccc(OC)cc3)cc2)n1 (stereo unspecified),i,3,4,i,i,i,6,i,-4,/,i
Cc1cc(N=Cc2c(O)ccc3cc(Br)ccc23)no1,i,1,31,i,i,i,-1,i,-2,2,i
COCCCNC(=O)[C@H](CSCc1ccccc1)N1Cc2ccccc2C1=O,i,0,0,i,i,i,4,i,-14,1,i
Clc1ncn(C23CC4CC(CC(C4)C2)C3)n1,i,-1,-9,i,i,i,6,i,-7,1,i
COC(=O)Cc1[nH]n(-c2nc3ccccc3s2)c(=O)c1C(C)=Nc1ccc(OC)cc1,i,1,-6,i,i,i,5,i,-10,0,i
COc1ccc(OC)c(C2C(C(=O)c3cccs3)=C(O)C(=O)N2c2cc(C)on2)c1 (stereo unspecified),i,-1,-1,i,i,i,-3,i,-8,3,i
O=C(Nc1ccccc1Cl)c1ccc(COc2ccc3c(c2)CCC3)cc1,i,1,-5,i,i,i,1,i,4,-3,i
Cc1nn(CC(=O)N2CCCCC2)c(=O)c2nn(-c3ccccc3)c(C)c12,i,0,2,i,i,i,-3,i,-8,8,i
O=Cc1s/c(=N\S(=O)(=O)c2ccccc2)n(CCCCl)c1Cl,i,/,/,i,i,i,-1,i,7.4*,/,i
O=C(CN1CCN(C/C=C/c2ccccc2)CC1)Nc1ccccc1C(=O)NC1CC1,i,-5,-4,i,i,i,-4,i,-23,-3,i
CC(C)C(=O)Nc1nc2cc3c(cc2s1)OCCO3,i,0,20,i,i,i,-5,i,-6,-3,i
COc1cccc(CNC(=O)N[C@@H](CC(C)C)C(=O)O)c1,i,/,-1,i,i,i,-1,i,-4,-11,i
Cc1ccc(CNC(=O)CC2(CC3=NS(=O)(=O)c4ccccc4N3)CCCC2)cc1,i,-1,8,i,i,i,0,i,-12,7,i
CCOC(=O)Cn1nc(NC(=O)COc2ccc(F)cc2)cc1C,i,1,2,i,i,i,2,i,-7,-1,i
COc1ccc(CCC(C)NCc2cccc(Br)c2)cc1 (stereo unspecified),i,1,/,i,i,i,-1,i,-11,-10,i
Cc1cc(C)n2nc(C(=O)OCC(=O)N(C)CC(=O)Nc3ccccc3Cl)nc2n1,i,1,-2,i,i,i,/,i,-4,11,i
CCn1nc(C)cc1C(=O)OCC(=O)c1ccc(Cl)cc1,i,0,/,i,i,i,-4,i,-9,3,i
CC1CCCN(S(=O)(=O)c2ccc([N+](=O)[O-])cc2)C1 (stereo unspecified),i,-2,-5,i,i,i,-1,i,-4,-5,i
COc1ccc(S(=O)(=O)NCCCCOc2ccc(Cl)cc2)cc1,-9.7*,0,4,i,i,i,0,i,-14,-1,9*
OC(CNCc1ccccc1F)COc1cccc2ccccc12 (stereo unspecified),i,-2,-2,i,i,i,-5,i,-7,4,i
O=S(=O)(NCc1ccccn1)c1cc(OCC(F)(F)F)ccc1OCC(F)(F)F,i,1,-1,i,i,i,3,i,-4,4,i
N=c1c2c3c(sc2ncn1N)CCCC3,i,5,27,i,i,i,3,i,-9,9,i
O=C(NNC(=O)C1CCN(S(=O)(=O)c2ccccc2)CC1)c1ccccc1O,i,-1,1,i,i,i,0,i,-13,-7,i
Cc1cc(=O)oc(C)c1C(=O)N1CCN(Cc2ccc3c(c2)OCO3)CC1,i,0,-4,i,i,i,1,i,-6,12,i
O=C(Nc1cccc(Cl)c1)c1ccc(Cn2cc(Cl)cn2)cc1,i,-1,-1,i,i,i,-5,i,-15,6,i
CCS(=O)(=O)N1Cc2ccccc2CC1C(=O)Nc1ccc(OC)cc1 (stereo unspecified),i,1,-4,i,i,i,-1,i,-11,1,i
O=C(c1cccc(C(F)(F)F)c1)C1CCCN(C(=O)/C=C/c2cnc[nH]2)C1 (stereo unspecified),i,/,-1,i,i,i,-2,i,-6,9,i
NS(=O)(=O)c1ccc(N/N=C/c2ccccc2C(=O)O)c([N+](=O)[O-])c1,i,-1,-1,i,i,i,0,i,-7,10,i
COc1ccc(N2CCN(C(=O)CSc3nnc(CNc4ccccc4)o3)CC2)cc1,i,-2,9,i,i,i,1,i,-6,-11,i
COc1ccc(-n2cnnc2SCC(=O)N2CCN(S(=O)(=O)c3ccccc3)CC2)cc1,i,2,-10,i,i,i,0,i,-6,-4,i
O=C(O)CC/C(=N\NC(=O)c1ccccc1)c1cccs1,i,3,/,i,i,i,2,i,-5,3,i
N#Cc1ccccc1S(=O)(=O)N1CCN(CC(O)COc2ccccc2F)CC1 (stereo unspecified),i,4,0,i,i,i,2,i,-4,-6,i
Fc1ccccc1/C=N/Nc1ncnc2nc[nH]c12,i,65*,55*,i,i,i,-36,i,-4,13,i
CC(=O)c1sccc1NC(=O)CC(C)(C)CC(=O)O,i,-1,/,i,i,i,-4,i,-6,9,i
CCSc1nc(N)c(C#N)c(-c2ccco2)c1C#N,i,/,31,i,i,i,-2,i,-4,5,i
CCNC(=S)N1CCN(c2nc(-c3ccc(F)cc3)cs2)CC1,i,-2,-4,i,i,i,-1,i,-5,0,i
CC(C)(C)C(=O)Nc1nnc(Cc2ccccc2)s1,i,-2,11,i,i,i,4,/,-8,8,i
O=C(N/N=C/c1cccnc1)c1ccc(O)cc1,i,1,4,i,i,i,0,i,-11,-2,i
O=C(NCC(=O)N1CCC2(CC1)NCCc1[nH]cnc12)c1ccc2ccccc2c1,i,0,9,i,i,i,-1,i,-9,-1,i
O=C(Cc1ccccc1F)c1ccc(O)cc1O,i,2,12,i,i,i,0,i,-7,2,i
Nc1nc(SCc2ccccc2)n[nH]1,i,-3,-1,i,i,i,2,i,-6,0,i
Cc1[nH]c(=O)[nH]c(=O)c1S(=O)(=O)N1CCC(C(=O)NC(C)c2ccccc2)CC1 (stereo unspecified),i,-1,-3,i,i,i,2,i,1,-1,i
CNc1nc(OC)nc(N(C#N)CN2C(=O)c3ccccc3S2(=O)=O)n1,i,-2,-5,i,i,i,1,i,-4,1,i
CN(CC(=O)Nc1ccccc1Cl)C(=O)COC(=O)c1ccccc1[N+](=O)[O-],i,0,-10,i,i,i,1,i,-11,-3,i
COc1ccc(C(=O)O/N=C2\CCS(=O)(=O)c3sccc32)cc1,i,0,-5,i,i,i,2,i,-21,52*,i
COCCNC(=O)C(c1ccc(Cl)cc1)N(Cc1ccco1)C(=O)CCC(=O)Nc1ccccn1 (stereo unspecified),i,3,3,i,i,i,2,i,-3,-5,i
CCOC(=O)N1CCc2c(sc3c2c(=O)n(-c2ccc(CC)cc2)c(=O)n3CC(=O)NCC2CCCO2)C1 (stereo unspecified),i,-1,0,i,i,i,2,i,-10,-4,i
O=C(c1ccc2nc(Cc3ccccc3F)oc2c1)N1CCCC1,i,1,4,i,i,i,4,i,-11,3,i

# (cont.)
structure,KCNK3 inh,GSK3A inh,Dyrk1A ADPGlo,RGS4 act,KCNQ1 pot,KCNK9 block,GSK3B inh,PolyA inh,hERG protect,HDAC3 inhib,KCNQ1 block
Cc1cc(OCC(F)(F)C(F)(F)C(F)(F)C(F)F)nc(N)n1,i,0,-3,i,i,i,-28,i,-8,4,i
CCOC(=O)c1cnc2c(-c3ccc(Cl)cc3)c(C)nn2c1N,i,-2,-4,i,i,i,-2,i,-4,-8,i
CCC(C)NC(=O)C1CCN(S(=O)(=O)c2ccc(Br)s2)CC1 (stereo unspecified),i,-1,-3,i,i,i,0,i,-3,-1,i
Clc1ccc(CN2CCSCC2)cc1Cl,i,4,-1,i,i,i,-1,i,-1,5,i
COc1ccc(-c2noc(N3CCC(C(=O)Nc4cc(OC)ccc4OC)CC3)n2)cc1,i,-7,4,i,i,i,-2,i,-16,-11,i
COc1ccc(C2C(C(=O)O)CC(=O)N2c2ccc(OC)cc2)cc1 (stereo unspecified),i,-4,0,i,i,i,5,i,4,0,i
Cc1ccnc(NC(=S)NC(=O)c2cncc(Br)c2)c1,i,-1,-6,i,i,i,1,i,-4,2,i
COc1cccc(C(=O)Oc2c(Br)cc(Br)cc2/C=N/NC(=O)c2cc(C)[nH]n2)c1,i,-2,-2,i,i,i,6,i,-8,4,i
CN1CCN(C2=C(NS(=O)(=O)c3ccccc3)C(=O)c3ccccc3C2=O)CC1,i,-1,-4,i,i,i,0,i,-9,3,i
CC1CCCN(C(=O)COC(=O)CSc2ccc(C(N)=O)cc2[N+](=O)[O-])C1 (stereo unspecified),i,0,-3,i,i,i,/,i,-3,1,i
CCOC(=O)c1c(-c2ccc(OC)cc2)csc1/N=C/N(C)C,i,21,39,i,i,i,-12,i,-4,3,i
